Screening data from PubChem BioAssay.
Vif inh = blocks HIV Vif function. HEK293T cells, Vif self-association by quenched fluorescence, imaging, 24 h. inhibition, % at 7.49 µM. 340,000 tested, 0.35% active. AID 602346; in the data active = inhibition above about 50%, passing the limit was not always enough; also: some results filed as inactive read as strong as hits
Peg3 prom inh = inhibitors of Peg3 promoter; inhibition, % at 20 µM; 360,000 tested, 1.7% active; HeLa PEG-Prom luciferase reporter, luminescence, overnight;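 active = inhibition of at least 50% at 20 µM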
KKLEB tox = CF airway cell cytotoxicity counter-screen | KKLEB CF airway cells viability, ATPlite luminescence, overnight; active compounds read low; cells stimulated with P. aeruginosa culture filtrate | activity change (cytotoxicity), % at 5 µM | 360,000 tested, 0.36% active;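 active = corrected activity change at or below -50% at 5 µM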
TRPM1 prom inh = inhibitors of MITF-driven TRPM1 promoter in melanoma cells | inhibition, % at 12.5 µM | SK-MEL-5 TRPM1 promoter luciferase, 24 h | 330,000 tested, 0.83% active | AID 488899;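 active = mean inhibition across replicates of 60% or more, whatever share of single replicates reaches that level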; also: values of inactives mirror those of a sister screen read the other way
CF NFkB block = cystic fibrosis NF-kB activation inhibition | KKLEB NF-kB-GFP reporter, PAF-induced, GFP fluorescence overnight | inhibition, % at 5 µM | 360,000 tested, 0.86% active | AID 588850;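 active = at least 50% inhibition at 5 µM, scaled per plate between neutral and stimulator controls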;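 also: PAF is a Pseudomonas aeruginosa culture filtrate used as stimulus; plate controls were PAF-stimulated DMSO wells for no effect and unstimulated DMSO wells for full effect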
HIF-2a block = blocks HIF-2a reporter activity. 786-0 RCC cells HIF-2a reporter, luciferase luminescence, overnight. inhibition, % at 18.8 µM. 360,000 tested, 0.72% active. AID 624352;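 active = inhibition of the luminescence signal of 40% or more relative to plate controls, in a single-dose primary screen at 18.75 µM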
NR2E3 ag-1 = agonists of human nuclear receptor NR2E3 | GST-NR2E3/biotin-RetCOR TR-FRET, 1536-well | 320,000 tested, 0.12% active | inhibition of corepressor binding, % at 4.78 µM | Q9Y5X4 | AID 2300;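 active = percent inhibition above the cutoff of mean plus 3 SD of all tested compounds, set per screening campaign, cut at about 20% in these data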;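 also: 0% = DMSO wells and 100% = biotin wells as full block of FRET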
Target sequence (Q9Y5X4 whole entry, looked up): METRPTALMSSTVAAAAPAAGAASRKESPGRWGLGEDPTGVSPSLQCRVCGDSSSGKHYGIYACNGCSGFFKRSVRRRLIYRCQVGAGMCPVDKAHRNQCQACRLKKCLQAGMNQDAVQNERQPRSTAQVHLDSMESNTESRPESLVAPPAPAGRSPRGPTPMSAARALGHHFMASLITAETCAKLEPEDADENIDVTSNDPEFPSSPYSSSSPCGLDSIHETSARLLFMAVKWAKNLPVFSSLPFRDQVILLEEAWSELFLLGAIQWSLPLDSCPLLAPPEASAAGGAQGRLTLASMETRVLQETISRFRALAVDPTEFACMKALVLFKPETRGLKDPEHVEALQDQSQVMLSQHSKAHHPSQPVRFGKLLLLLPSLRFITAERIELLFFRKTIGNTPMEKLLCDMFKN
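Material: NR2E3–RetCOR corepressor complex / Amount: 1.35 nM GST-NR2E3 / Medium: Tris pH 7.5 / Compound: single nominal compound dose of 4.8 µM / Incubation: 5 h at 4 °C / Technique: TR-FRET, Eu(K)-anti-GST donor, streptavidin-D2 acceptor, ex 340, em 617/671 nm / Read-out basis: percent loss of FRET ratio relative to control wells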
CaV13 ICDI inh = Primary screen for inhibitors of IQ motif and Ca2+-dependent inactivation inhibitor domain binding in CACNA1D, Förster resonance energy transfer in living cells, …; HEK cells, CFP/YFP FRET ICDI-IQ, plate reader, 10 min; percent FRET-ratio fall versus neutral wells; inhibition, % at 12.3 µM; 340,000 tested, 0.098% active; AID 743397;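 active = mean replicate inhibition of at least 30% and at least 1% of replicates passing that level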;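 also: 0% = median of the neutral control wells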
Shn3 inh set2 = inhibitors of Schnurri-3 3'UTR reporter in osteoblasts | Clone20 osteoblast Shn3 3'UTR firefly luciferase, 24 h | inhibition, % at 12.5 µM | 360,000 tested, 0.52% active | AID 588674;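 active = mean inhibition of at least 75% with every replicate also reaching 75%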;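 also: 0% = median of neutral control wells and 100% = pilot-screen positive control compound; some compounds past the cut are filed as inactive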
NR2E3 ag-2 = activates human NR2E3 receptor. Q9Y5X4. inhibition of corepressor binding, % at 3.98 µM. 360,000 tested, 0.35% active. CHO-S Gal4-NCOR/VP16-NR2E3 two-hybrid, luciferase. AID 602229;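 active = inhibition above the mean of all tested compounds plus 3 SD, cut at about 70% in these data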;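 also: 0% = DMSO with NR2E3 transfected cells and 100% = cells lacking NR2E3 construct; higher means lower luciferase signal from less NR2E3 corepressor binding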
PDI turbidity = blocks human protein disulfide isomerase activity; P07237; 350,000 tested, 0.052% active; PDI insulin aggregation turbidity, A650, 90 min; inhibition, % at 10 µM;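 active = mean inhibition across replicates of 30% or more, whatever share of single replicates reach that level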;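 also: absorbance from insulin aggregation driven by PDI reduction with DTT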
Target sequence (P07237 whole entry, looked up): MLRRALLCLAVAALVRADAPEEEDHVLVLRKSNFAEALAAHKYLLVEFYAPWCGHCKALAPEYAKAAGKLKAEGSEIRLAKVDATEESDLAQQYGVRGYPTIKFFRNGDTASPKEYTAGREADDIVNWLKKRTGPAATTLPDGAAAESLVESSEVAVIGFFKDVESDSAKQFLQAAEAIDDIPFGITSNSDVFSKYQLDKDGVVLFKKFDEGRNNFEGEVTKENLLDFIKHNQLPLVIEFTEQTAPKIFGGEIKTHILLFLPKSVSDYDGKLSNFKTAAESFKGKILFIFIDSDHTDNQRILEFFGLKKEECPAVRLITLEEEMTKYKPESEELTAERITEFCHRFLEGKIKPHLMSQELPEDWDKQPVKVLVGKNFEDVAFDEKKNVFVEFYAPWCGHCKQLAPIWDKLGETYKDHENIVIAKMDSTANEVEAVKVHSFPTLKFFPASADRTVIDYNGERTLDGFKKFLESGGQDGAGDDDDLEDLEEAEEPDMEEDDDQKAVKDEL
An asterisk follows results filed as active; . = no result given.

The line under a structure holds: Vif inh	Peg3 prom inh	KKLEB tox	TRPM1 prom inh	CF NFkB block	HIF-2a block	NR2E3 ag-1	CaV13 ICDI inh	Shn3 inh set2	NR2E3 ag-2	PDI turbidity
- CS(=O)(=O)N(CC(=O)NC1CCCC1)Cc1ccc(Cl)cc1
    4	13	2	10	7	-2	5	-8	-3	24	0
- Cc1c(C)n(CC(O)CNCCO)c2ccccc12 (stereo not drawn)
    1	12	0	-1	3	0	0	5	15	15	-3
- CCOC(=O)CN1C(=O)S/C(=C/c2ccc(OC)c([N+](=O)[O-])c2)C1=O
    2	5	8	-47	-60	8	-2	0	-4	-1	14
- COc1ccc(C(=O)N(CN2CCCC2=O)c2ccc(C)cc2)cc1
    -16	1	4	27	-7	-20	-3	-5	-18	-13	-2
- COc1ccc(CN2CCNC(=O)C2CC(=O)NCC2CCOCC2)c(C)c1C (stereo not drawn)
    -6	-7	-6	9	-8	4	-3	-5	7	-18	-3
- CCN1CCN(S(=O)(=O)c2ccc(Cl)c(C(=O)NCCOc3ccc(C)cc3)c2)CC1
    .	28	4	-14	-10	-1	.	-4	3	23	-1
- CN1CSC2=C(C#N)C(c3cccc(OCc4ccccc4)c3)CC(=O)N2C1 (stereo not drawn)
    19	4	15	.	-1	-2	-3	-6	-8	-4	.
- Cc1[nH]c(C)c(C(=O)/C=C/c2ccc([N+](=O)[O-])cc2)c1C
    22	-50	-9	0	0	-51	4	-19	13	-31	5
- CC(C)(C)c1ccc(OCCNC(=S)Nc2ccccc2)cc1
    -2	23	-12	1	-1	17	3	-2	-17	2	-5
- Cc1ccc(Cn2ccc(NC(=O)c3cc(-c4ccc(Br)cc4)on3)n2)cc1
    1	16	-2	-3	-5	-2	4	-6	27	9	10
- O=C(NCc1ccccc1)c1c(O)c2ccccc2[nH]c1=O
    -5	-18	8	-10	-10	-22	.	-19	-16	-16	4
- NC(=O)C1CCN(C(=O)c2ccc3c(=O)n(Cc4cccc(Br)c4)c(=S)[nH]c3c2)CC1
    35	10	-11	10	22	14	0	-7	1	-44	-14
- CC(C)CNS(=O)(=O)c1ccc(CCC(=O)Nc2ccc3c(c2)OCO3)cc1
    .	20	0	-7	-4	-2	-5	.	8	5	-6
- COc1ccc(C)cc1S(=O)(=O)N(C)CC(=O)N1CCCCCC1
    1	75*	6	-4	-7	7	3	-4	5	-12	0
- CN(Cc1cnccn1)Cc1c(C(=O)N2CCc3ccccc3C2)nc2ccc(Cl)cn12
    -17	10	-28	6	-10	10	1	6	9	-13	1
- C/C(=N/Nc1nc(-c2ccccc2)cc(-c2ccc(F)cc2)n1)c1cccc(N)c1
    -5	-33	7	-19	-56	-100	-2	-4	9	-24	3
- Cc1ccc(CNC(=O)COC(=O)c2ccc(S(=O)(=O)N3CCCC3)cc2)cc1
    3	-1	-6	2	-5	6	1	-4	-2	8	-5
- O=C(C#Cc1ccccc1)c1cccc([N+](=O)[O-])c1
    40	106*	-17	102*	59*	46*	1	-7	93*	-10	-5
- C/C(N)=C(/C#N)C(=O)CSc1ccccc1F
    5	-170	-1	-67	7	-200	2	1	-52	-71	-2
- CC(C)(C)n1ncc2c(=O)n(CC(=O)Nc3ccccc3)cnc21
    -24	-14	3	-13	3	-18	3	-6	-1	-7	-1
- Cc1nc(Cl)c(C(=O)NCCC(C)C)c(C)c1[N+](=O)[O-]
    16	7	11	6	16	11	0	-4	-33	6	-5
- CCOC(=O)c1ccc(CC(=O)c2ccc(O)c(O)c2O)o1
    -1	3	-1	8	-3	20	.	-15	17	-16	-1
- O=C(COC(=O)c1nc(Cl)ccc1Cl)NC1CCS(=O)(=O)C1 (stereo not drawn)
    0	5	-11	-2	7	13	3	-14	3	-26	3
- O=C1C2CCCCC2C(=O)N1c1ccc(S(=O)(=O)Nc2ncccn2)cc1 (stereo not drawn)
    -3	-1	4	-13	5	6	1	.	-11	-17	-4
- O=C1C(=O)N(c2ccccn2)C(c2cccc(F)c2)/C1=C(/O)c1ccccc1 (stereo not drawn)
    2	3	-9	-1	11	-25	4	.	-3	2	-6
- COCCCNC(=S)NC(=O)c1ccc([N+](=O)[O-])cc1
    -15	-14	10	-2	-21	-52	0	-3	-2	-39	-18
- CCOC(=O)c1[nH]cnc1C(=O)Nc1ccc(F)cc1
    -5	-8	4	-1	-10	-12	3	-5	8	12	-6
- O=C(/C=C/c1ccc(F)cc1)Nc1cccc(S(=O)(=O)Nc2cccc(C(F)(F)F)c2)c1
    -17	11	2	7	14	2	-4	-5	3	-1	-2
- O=C(CCSc1ccc(Br)cc1)Nc1cccnc1
    .	-7	-13	4	8	8	-1	8	21	15	5
- CCOc1ccc(NC(=O)CN(C)C(=O)c2cc(-c3ccco3)nc3ccccc23)cc1OCC
    -9	13	-11	3	0	2	.	-7	16	-5	4
- COc1ccc(NC2CCCN(Cc3cccc4cnccc34)C2)cc1 (stereo not drawn)
    -15	14	-12	3	3	7	-3	-4	27	19	10
- Cn1c(CC(=O)NN)c(Sc2ccccc2)c2ccccc21
    24	15	-1	1	12	28	-4	-15	-23	-18	7
- CCCCNC(=O)NS(=O)(=O)c1ccc(C(=O)OC(C)C)o1
    4	25	2	10	6	8	3	.	-10	-25	23
- Cc1c(NS(=O)(=O)c2cc([N+](=O)[O-])ccc2Cl)c(=O)n(-c2ccccc2)n1C
    2	17	4	10	13	12	4	-14	-33	-11	-3
- O=C(COc1ccc2ccccc2c1)NCCNC(=O)COc1ccc2ccccc2c1
    -3	13	-6	14	-7	4	-37	-2	8	-9	-1
- CCOC(=O)/C(C#N)=C/c1cc(C)n(-c2ccccc2)c1C
    -2	-229	2	-63	2	-80	3	.	-9	7	0
- CCCCN(CC)CCNC(=O)CCNC(=O)Cn1ccc2ccccc2c1=O
    -1	-2	12	11	-9	14	3	-2	13	-2	-4
- CCc1csc(CNC(=O)C2CCC(=O)N(Cc3cccc(F)c3)C2)n1 (stereo not drawn)
    3	1	13	20	4	4	1	-6	2	-18	2
- CC(=O)NCC(O)c1ccc([N+](=O)[O-])cc1 (stereo not drawn)
    -4	2	8	-9	-3	3	-3	-5	-7	-13	5
- Cc1csc(=O)n1CC(=O)Nc1ccc(Cl)c(Cl)c1
    -10	-8	-5	-4	-3	-14	.	-2	5	-5	2
- Cc1ccc(Nc2c(-c3ccccn3)nc3cc(C)ccn23)cc1
    -10	39	-33	64*	43	-14	2	-1	95*	68	8
- CCN1CCN(CC(=O)Nc2cc(F)ccc2C)CC1
    1	6	8	1	-14	9	1	-4	0	-5	3
- Cc1ccc2c(c1)N(C(=O)CCC(=O)NC1CCCCCC1)CC(C)O2 (stereo not drawn)
    -5	-2	11	.	-36	-11	1	0	-100	18	.
- CCC(NC(=O)c1ccccc1NC(=O)c1ccco1)C(=O)NNC(=O)c1ccncc1 (stereo not drawn)
    36	-12	8	.	9	8	0	-5	11	5	-1
- Cc1ccc(S(=O)(=O)N2CCCCC2)cc1NC(=O)Nc1ccc(Cl)cc1Cl
    4	26	-26	16	17	15	0	-4	27	18	-3
- Cc1cc(C)cc(NC(=O)C(OC(=O)c2cc[n+]([O-])cc2)c2ccccc2)c1 (stereo not drawn)
    9	-32	5	-17	-2	-54	-3	-6	-18	5	-1
- C[C@H](CO)N1C[C@H](C)[C@@H](CN(C)S(=O)(=O)c2cn(C)cn2)Oc2ccc(NC(=O)Nc3ccccc3)cc2C1=O
    -5	11	4	0	-6	2	.	-4	1	-7	-2
- CC(=O)c1ccc(N2CCC(C(=O)O)CC2)cc1
    5	5	5	6	-1	11	1	-2	1	-9	7
- O=C(COC(=O)COc1ccc(Br)cc1)NNC(=O)c1ccccc1
    10	-16	-3	.	10	16	.	-3	-12	24	-7
- COc1ccc(OCC(=O)Nc2ccccc2C(=O)Nc2ccc(C(=O)O)cc2)cc1
    -2	-19	14	-6	3	12	1	-2	-25	-3	12
- O=C(CNC(=O)c1ccc(Cl)cc1Cl)OCc1ccccc1
    1	-4	1	8	-11	9	3	-2	-3	0	5
- CCCOc1ccc(/C(O)=C2/C(=O)C(=O)N(CCN(C)C)C2c2ccc(OC)c(OC)c2)cc1 (stereo not drawn)
    -1	-6	-3	-5	14	11	-1	.	-2	-21	11
- CCCCOc1ccc(/C=C/C(=O)OCC(=O)NC(=O)NCC(C)C)cc1OCC
    -6	22	-7	-12	0	17	1	-15	2	-14	4
- C/C(=N\N1CCN(c2ccc(Cl)cc2)CC1)c1cccs1
    -3	-2	-5	7	-4	13	-3	-3	-12	0	3
- COCCN1C2=C(COC(C)(C)C2)C(=S)NC1c1ccccc1 (stereo not drawn)
    18	1	-10	12	2	9	0	-4	-8	-8	-11
- Cc1nc([N+](=O)[O-])cn1CC(=O)Nc1ccc2c(c1)OCO2
    7	-8	-3	3	0	15	0	-18	16	-5	-1
- O=S(=O)(N[C@H]1C[C@@H](NS(=O)(=O)OCC(Cl)(Cl)Cl)C2CCCCC21)OCC(Cl)(Cl)Cl (stereo partly drawn)
    -1	61*	11	3	9	-26	-2	-11	36	-39	-14
- CN(CC(=O)Nc1ccc(F)cc1)CC(=O)Nc1ccc(Cl)c(S(=O)(=O)N2CCOCC2)c1
    -5	26	-6	-5	-1	15	-3	-5	4	-6	1
- Cn1ccnc1C(O)c1ccccc1 (stereo not drawn)
    0	-5	-2	-5	-6	8	1	3	20	-9	8
- O=c1oc2ccc(Br)cc2cc1-c1nc2ccccc2o1
    -4	-32	13	-1	-21	-24	-2	-7	-31	-21	-8

Later entries
The line under a structure holds: Vif inh	Peg3 prom inh	KKLEB tox	TRPM1 prom inh	CF NFkB block	HIF-2a block	NR2E3 ag-1	CaV13 ICDI inh	Shn3 inh set2	NR2E3 ag-2	PDI turbidity
- COc1cc(C2CC(=O)Oc3c(C(CCN4CCCC(C)C4)c4ccc(N(C)C)cc4)c(OC)cc(OC)c32)cc(OC)c1OC (stereo not drawn)
    -1	-27	3	14	-11	1	-2	-11	11	3	0
- CCOC(=O)C1CCCN(C(=O)C(=O)Nc2ccc3nc4n(c(=O)c3c2)CCCCC4)C1 (stereo not drawn)
    9	2	10	.	-5	-1	1	-7	7	-11	.
- COc1ccccc1Nc1nc2nonc2[nH]c1=O
    -13	8	-13	18	-2	0	2	-3	1	-4	11
- COc1ccc(C(=O)N/N=C(\N)c2cc3ccccc3oc2=O)cc1
    -2	2	-3	6	5	-9	2	-6	2	-27	-9
- N/C(=N\OC(=O)COc1ccc(Cl)cc1Br)c1cccnc1
    13	-299	3	-89	-7	-366	-5	-2	-73	-108	-2

Hits appear at their usual frequency. About 3.3% of those tested had a hit in this group.
